SDO1 yeast rescue: compounds rescuing growth of sdo1-depleted yeast, bone marrow failure model. S. cerevisiae sdo1-depleted JHY4D growth rescue, OD600 30 h; stronger effect = higher value; pdr5 snq2 efflux-pump mutant strain. z-score at 10 µM. 140,000 compounds, 0.21% hits. AID 817;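 active means z-score above 3 at both the 24 hr and the 30 hr optical density reads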;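 further: z-score against mean and SD of all compound wells on the same plate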
INS promoter inh: TRM-6 insulin promoter activity inhibition; TRM-6 cells (human fetal islet line), insulin promoter-eGFP reporter, imaging; reporter expression induced with tamoxifen; inhibition, % at 2 µM; 130,000 compounds, 0.9% hits; AID 1273;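 active means inhibition above the mean plus 3 SD, with well images judged a real hit on visual review, cut at about 60% in these data, passing the limit was not always enough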
SDO1 yeast rescue Rescue 24 h: further read-out of SDO1 yeast rescue, marked with its call; z-score; S. cerevisiae sdo1-depleted JHY4D growth rescue, OD600; measured here: growth rescue at 24 h;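 0 is the plate mean of compound wells and units are plate SD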
Numbers without * were called inactive.

O=C(CCCN1C(=O)/C(=C/c2ccccc2Cl)SC1=S)NNC(=O)c1ccccc1 was read as SDO1 yeast rescue -0.52, INS promoter inh -64 and SDO1 yeast rescue Rescue 24 h -0.25.
Screening CC(C)COC(=O)c1ccc(N2C(=O)c3ccccc3C2=O)cc1 returned INS promoter inh 4.
Screening COC(=O)C1C/C(=N\NS(=O)(=O)c2ccc(C)cc2)c2ccsc2C1 (stereo not drawn) returned SDO1 yeast rescue -1.2, INS promoter inh 33 and SDO1 yeast rescue Rescue 24 h -0.71.
Screening Cc1ccc(C2CC(=O)C(C=NCCN3CCN(C(=S)Nc4ccccc4)CC3)=C(O)C2)cc1 (stereo not drawn) returned INS promoter inh -36.
CCc1nnc(NC(=O)CSc2nnc(-c3ccoc3C)n2-c2cccc(C)c2)s1 was read as SDO1 yeast rescue -1.1, INS promoter inh -24 and SDO1 yeast rescue Rescue 24 h -1.3.
Screening Nc1nc2ccc(C(=O)Nc3ccccc3)cc2s1 returned SDO1 yeast rescue 1.2 and SDO1 yeast rescue Rescue 24 h 0.72.
COC(=O)c1cc2c(cc1NC(=O)CSCCc1ccccn1)OCO2 was read as SDO1 yeast rescue 0.08 and SDO1 yeast rescue Rescue 24 h 0.39.
`COc1ccc(C=O)cc1COc1ccccc1F` gave SDO1 yeast rescue -0.12, INS promoter inh -12 and SDO1 yeast rescue Rescue 24 h 0.64.
COC1CCCCC1NS(=O)(=O)c1ccc(Cl)cc1 (stereo not drawn) was read as SDO1 yeast rescue 1 and SDO1 yeast rescue Rescue 24 h 0.52.
CCOc1ccccc1NC(=O)c1ccc(S(=O)(=O)N2CCOCC2)cc1 was read as SDO1 yeast rescue -0.36 and SDO1 yeast rescue Rescue 24 h -1.2.
`O=Cc1c[nH]c2ccc(S(=O)(=O)N3CCOCC3)cc12` gave SDO1 yeast rescue 1, INS promoter inh 33 and SDO1 yeast rescue Rescue 24 h 0.37.
O=S(=O)(c1ccc(Cl)s1)N1CCN(C/C=C/c2ccccc2)CC1 was read as SDO1 yeast rescue -0.27 and SDO1 yeast rescue Rescue 24 h 0.01.
For COc1ccc(-c2nnc(NC(=O)CSc3ccc(Cl)cc3)s2)cc1OC the results were SDO1 yeast rescue -1, INS promoter inh 32 and SDO1 yeast rescue Rescue 24 h 0.05.
Screening Nc1nc(SCC(=O)Nc2ccccc2Sc2ccc(Cl)cc2)n[nH]1 returned SDO1 yeast rescue 0.22, INS promoter inh -3 and SDO1 yeast rescue Rescue 24 h -0.49.
COC(=O)C1=C2SC(C)C(=O)N2C(N)=C(C#N)C1c1cc(OC)c(OC)c(OC)c1 (stereo not drawn) was read as SDO1 yeast rescue 0.64 and SDO1 yeast rescue Rescue 24 h 0.38.
Screening Cc1ccc(C(=O)OCC(=O)NCc2ccco2)s1 returned INS promoter inh -17.
Screening O=C(c1ccccn1)N(Cc1ccco1)C1(C(=O)NC2CCCC2)CCCCC1 returned SDO1 yeast rescue -1.6, INS promoter inh -81 and SDO1 yeast rescue Rescue 24 h -0.02.
`Cc1c(CCOC(=O)CC23CC4CC(CC(C4)C2)C3)sc[n+]1Cc1ccccc1` gave SDO1 yeast rescue 0.3 and SDO1 yeast rescue Rescue 24 h 0.7.
CCN(CC)S(=O)(=O)c1ccc(N(C)Cc2cccc(OC)c2OC)nc1 was read as INS promoter inh 22.
Screening Cc1ccc(CSc2nc3c(c(=O)[nH]c(=O)n3C)n2CCC(C)C)cc1 returned SDO1 yeast rescue -2.4 and SDO1 yeast rescue Rescue 24 h -0.99.
For COC(=O)CCC(=O)NNC(=O)c1ccc(Cl)cc1Cl the results were SDO1 yeast rescue 0.79, INS promoter inh 31 and SDO1 yeast rescue Rescue 24 h 1.1.
`Cc1cccc(OCCNc2nc3c(c(=O)n(C)c(=O)n3C)n2C)c1` gave SDO1 yeast rescue -0.14, INS promoter inh -14 and SDO1 yeast rescue Rescue 24 h -0.64.
For COc1ccc(-n2nc3c(c2NC(=O)c2c(F)cccc2Cl)CS(=O)C3)cc1 (stereo not drawn) the results were SDO1 yeast rescue 1.1 and SDO1 yeast rescue Rescue 24 h 1.
`Cc1ccc(-c2ccc(C(=O)O)c(C)n2)cc1` gave SDO1 yeast rescue 0.83, INS promoter inh -386 and SDO1 yeast rescue Rescue 24 h -0.1.
CCOC(=O)Cc1csc(SCC(=O)Nc2cccc(Cl)c2)n1 was read as SDO1 yeast rescue -0.31, INS promoter inh -60 and SDO1 yeast rescue Rescue 24 h -0.56.
`CC(NC(=O)COC(=O)c1cc(Cl)nc(Cl)c1)c1ccccc1` (stereo not drawn) gave INS promoter inh 11.
`Cc1cc(C)cc(N(C(=O)Cc2cccs2)C(C(=O)NC2CCCC2)c2ccc(C)o2)c1` (stereo not drawn) gave SDO1 yeast rescue 1, INS promoter inh -27 and SDO1 yeast rescue Rescue 24 h 0.96.
For CC(Sc1nc2ccccc2n1C)C(=O)NC(c1ccccc1)c1ccccc1 (stereo not drawn) the results were SDO1 yeast rescue -0.45, INS promoter inh -354 and SDO1 yeast rescue Rescue 24 h -0.12.
Screening Cc1cc(C)nc(SCC(=O)Nc2ncc3c(n2)CC(C)(C)CC3=O)n1 returned SDO1 yeast rescue 0.38, INS promoter inh 16 and SDO1 yeast rescue Rescue 24 h -0.11.
Screening COc1cc(C(=O)Nc2ccc([N+](=O)[O-])cn2)cc(OC)c1OC returned SDO1 yeast rescue 0.12, INS promoter inh 39 and SDO1 yeast rescue Rescue 24 h -0.36.
`COc1cc(-c2nn3c(-c4ccccn4)nnc3s2)cc(OC)c1OC` gave SDO1 yeast rescue 0.06 and SDO1 yeast rescue Rescue 24 h -0.42.
For CCC1(C(=O)c2ccccc2)C(c2cccc([N+](=O)[O-])c2)C1(C(=O)OC)C(=O)OC (stereo not drawn) the results were SDO1 yeast rescue -1, INS promoter inh -179 and SDO1 yeast rescue Rescue 24 h -0.27.
`O=c1c2cc3c(cc2[nH]c(=S)n1C1CCN(Cc2ccccc2)CC1)OCO3` gave INS promoter inh 42.
Screening COc1cc(C(=O)N2CCN(c3ccccc3OC)CC2)c([N+](=O)[O-])cc1OC returned INS promoter inh -35.
Screening c1cncc(-c2nc3ccccc3o2)c1 returned SDO1 yeast rescue 0.79, INS promoter inh 50 and SDO1 yeast rescue Rescue 24 h 0.91.
For Cc1nn(C)c(C)c1CN(C)C(=O)C1c2ccccc2Oc2ccccc21 the results were SDO1 yeast rescue -0.34, INS promoter inh -29 and SDO1 yeast rescue Rescue 24 h -1.1.
For Oc1ccc2oc3c(c2c1/C=N/n1cnnc1)CCCC3 the results were SDO1 yeast rescue -0.86, INS promoter inh -30 and SDO1 yeast rescue Rescue 24 h -0.52.
For CCOC(=O)C1CCN(S(=O)(=O)Cc2ccc(Cl)cc2)CC1 the results were SDO1 yeast rescue -0.32, INS promoter inh 3 and SDO1 yeast rescue Rescue 24 h -0.14.
CCC1C(=O)N=C(SCC(=O)Nc2nc3ccccc3s2)NC1=O (stereo not drawn) was read as INS promoter inh 43.
For Cc1ccc(NC(=O)Cn2c(O)c(N=NS(=O)(=O)c3ccc(C)cc3)c3ccccc32)cc1 the results were SDO1 yeast rescue -1.1, INS promoter inh 18 and SDO1 yeast rescue Rescue 24 h -1.3.
For N#CCCCSc1nnnn1-c1cccc(Cl)c1 the results were SDO1 yeast rescue -1.2, INS promoter inh -124 and SDO1 yeast rescue Rescue 24 h -0.83.
COc1cccc(OCc2nnc(SC)n2C)c1 was read as SDO1 yeast rescue 0.8 and SDO1 yeast rescue Rescue 24 h 0.28.
Cc1ccc(C(=O)Nc2ccc(N3CCN(C)CC3)nc2)cc1 was read as INS promoter inh 36.
Screening CC(=NCCN1CCOCC1)C1=C(O)c2ccccc2C1=O returned SDO1 yeast rescue 1.4, INS promoter inh 3 and SDO1 yeast rescue Rescue 24 h 1.6.
`CC(C)N(Cc1nccn1C)C(=O)CCc1nnc(CCCc2ccccc2)o1` gave INS promoter inh -62.
For Cc1cccc(N2CCN(C(=O)C3CCN(S(=O)(=O)c4c(C)noc4C)CC3)CC2C)c1 (stereo not drawn) the results were INS promoter inh -107.
`CCOC(=O)N1CCC(NC(=O)CCC(=O)N2CCOc3ccc(Cl)cc32)CC1` gave INS promoter inh 12.
Screening COC(=O)c1ccc(OS(=O)(=O)c2ccc(NC(C)=O)cc2)cc1 returned SDO1 yeast rescue 0.52, INS promoter inh 21 and SDO1 yeast rescue Rescue 24 h 0.85.
Screening Cc1cc(Cl)c(S(=O)(=O)Nc2ccccn2)cc1OCC(N)=O returned SDO1 yeast rescue 0.28, INS promoter inh 25 and SDO1 yeast rescue Rescue 24 h -0.06.
CCCCN1C(=O)Nc2ccccc2S1=O (stereo not drawn) was read as SDO1 yeast rescue 1.7, INS promoter inh -92 and SDO1 yeast rescue Rescue 24 h 1.2.
For CCOC(=O)C1=C(C)NC(=O)C1CC(=O)O (stereo not drawn) the results were SDO1 yeast rescue 0.64, INS promoter inh -24 and SDO1 yeast rescue Rescue 24 h 1.1.
Screening COc1ccc(N2C(=O)CC(N3CCN(S(=O)(=O)c4ccc(Cl)cc4)CC3)C2=O)cc1 (stereo not drawn) returned INS promoter inh 27.
Screening COc1cccc(/C=c2\s/c(=C/C(=O)c3ccc(C)cc3)[nH]c2=O)c1OC returned SDO1 yeast rescue -0.44, INS promoter inh 3 and SDO1 yeast rescue Rescue 24 h 1.1.
For CC1CN(S(=O)(=O)c2ccc(C(=O)Nc3nnc(-c4ccco4)o3)cc2)CC(C)O1 (stereo not drawn) the results were INS promoter inh 57.
COC(=O)c1c(-c2cccs2)csc1NC(=O)c1cccnc1 was read as SDO1 yeast rescue -1.3 and SDO1 yeast rescue Rescue 24 h -0.22.
`c1ccc2sc(NC3=NCN(C4CCCCCC4)CN3)nc2c1` gave SDO1 yeast rescue 0.47, INS promoter inh 14 and SDO1 yeast rescue Rescue 24 h -0.37.
Screening COc1ccc(C(=O)Oc2ccc(C(C)=O)cc2)c(OC)c1 returned SDO1 yeast rescue 2, INS promoter inh 14 and SDO1 yeast rescue Rescue 24 h 2.8.
`O=C(CCc1ccccc1)N1CCCN(C(=O)CCc2ccccc2)CC1` gave SDO1 yeast rescue -0.16, INS promoter inh -29 and SDO1 yeast rescue Rescue 24 h -0.12.
Screening Cc1ccc(N2C(=O)CC(N3CCN/C3=C3\CC/C(=C\c4ccccc4)C3=O)C2=O)cc1 (stereo not drawn) returned INS promoter inh -6.
For CC(NC(=O)c1ccccc1)C(=O)N/N=C/c1cccc([N+](=O)[O-])c1 (stereo not drawn) the results were INS promoter inh -25.
Screening COc1cccc(CC(NC(C)=O)C(=O)NC2CCN(c3nc(C)cc(C)c3C#N)CC2)c1OC (stereo not drawn) returned SDO1 yeast rescue 0.56, INS promoter inh 16 and SDO1 yeast rescue Rescue 24 h -0.01.
Cc1cc(Cl)ccc1NC(=O)CCCN1C(=O)CCC1=O was read as SDO1 yeast rescue -0.27, INS promoter inh 50 and SDO1 yeast rescue Rescue 24 h -0.57.
For COc1ccc(Cl)cc1NC(=O)COC(=O)CCNC(C)=O the results were SDO1 yeast rescue -0.04 and SDO1 yeast rescue Rescue 24 h -0.32.
For CN1CCN(Cn2cc(/C=C/C(=O)c3ccccc3)c3ccccc32)CC1 the results were SDO1 yeast rescue -1.9, INS promoter inh -18 and SDO1 yeast rescue Rescue 24 h -1.2.
O=C(Cn1ccc([N+](=O)[O-])n1)NCc1cccs1 was read as SDO1 yeast rescue -0.04 and SDO1 yeast rescue Rescue 24 h -0.38.
COc1ccc(NS(=O)(=O)c2cc(NC(=O)[C@@H](NC(=O)c3ccccc3)C(C)C)ccc2C)cc1 was read as SDO1 yeast rescue -0.34, INS promoter inh 10 and SDO1 yeast rescue Rescue 24 h -1.6.
`O=C(CN1C(=O)c2ccccc2S1(=O)=O)NCCSCc1ccco1` gave SDO1 yeast rescue -0.07 and SDO1 yeast rescue Rescue 24 h -0.72.

Retrieved by structure from above:
CCN(CC)S(=O)(=O)c1ccc(N(C)Cc2cccc(OC)c2OC)nc1 was read as INS promoter inh 22.
`O=c1c2cc3c(cc2[nH]c(=S)n1C1CCN(Cc2ccccc2)CC1)OCO3` gave INS promoter inh 42.
For COc1ccc(-c2nnc(NC(=O)CSc3ccc(Cl)cc3)s2)cc1OC the results were SDO1 yeast rescue -1, INS promoter inh 32 and SDO1 yeast rescue Rescue 24 h 0.05.
Screening Cc1cc(C)nc(SCC(=O)Nc2ncc3c(n2)CC(C)(C)CC3=O)n1 returned SDO1 yeast rescue 0.38, INS promoter inh 16 and SDO1 yeast rescue Rescue 24 h -0.11.
O=C(Cn1ccc([N+](=O)[O-])n1)NCc1cccs1 was read as SDO1 yeast rescue -0.04 and SDO1 yeast rescue Rescue 24 h -0.38.
Screening COc1ccc(C(=O)Oc2ccc(C(C)=O)cc2)c(OC)c1 returned SDO1 yeast rescue 2, INS promoter inh 14 and SDO1 yeast rescue Rescue 24 h 2.8.

High-throughput results from PubChem BioAssay.

This is a random part of the collection; overall some 0.99% were active at least once.
